5-HT1A blocker: 5-HT1a (human) receptor antagonism | P08908 | CHO 5-HT1a Ga15 NFAT-bla reporter, antagonist mode | inhibition, % at 10 µM | 62,000 tested, 0.68% active | AID 612;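 active = inhibition above the mean of all tested compounds plus 3 SD, cut at about 43% in these data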;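 note: receptor stimulated by 5-CT agonist at 100 nM near EC80; beta-lactamase reporter measured by ratiometric fluorescence of a cleavable substrate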
Ecoli tolC: blocks growth of E. coli BW25113 tolC mutant. OD615. growth inhibition, % at 10 µM (by protocol). 65,000 tested, 2.2% active. AID 573;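 active = growth inhibition at or above a cutoff equal to the mean over every tested compound plus 3 SD, cut at about 60% in these data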;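 note: growth measured after 20 h incubation at 37 °C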
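test system = E. coli BW25113 ΔtolC::kan bacteria | medium = LB with kanamycin 50 µg/mL | signal = OD at 615 nm | schedule = 37 °C, 20 h exposure | evaluation = % inhibition of E. coli growth | compound dosing = one dose of 10 µM final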
S1P3 ag: agonists of human S1P3 receptor; S1P3 NFAT-BLA reporter cells, agonism, FRET ratio; relative to 1 µM S1P, basal subtracted; AID 373; Q99500; activation, % at 4.5 µM; 60,000 tested, 0.1% active;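 active = activation above the screen-wide mean plus 3 SD, cut at about 4.5% in these data, passing the limit was not always enough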; note: some compounds called inactive have numbers as strong as hits
Target sequence (Q99500 whole entry, looked up): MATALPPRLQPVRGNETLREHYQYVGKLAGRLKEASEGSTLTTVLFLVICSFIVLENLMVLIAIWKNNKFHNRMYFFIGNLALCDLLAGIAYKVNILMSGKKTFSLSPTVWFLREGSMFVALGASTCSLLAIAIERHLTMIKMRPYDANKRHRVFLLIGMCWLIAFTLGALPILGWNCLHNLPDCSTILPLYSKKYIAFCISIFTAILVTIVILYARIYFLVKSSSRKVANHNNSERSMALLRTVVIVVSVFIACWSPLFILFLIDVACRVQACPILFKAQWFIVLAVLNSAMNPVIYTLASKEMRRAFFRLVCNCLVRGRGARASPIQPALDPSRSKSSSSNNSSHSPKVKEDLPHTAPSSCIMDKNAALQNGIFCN
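Measure – % activation relative to 1 µM S1P (100%), per plate · System – stable CHO line with human S1P3, Gα16, NFAT-BLA reporter · Timing – cells plated overnight, compound 4 h 37 °C, substrate 2 h RT · Technique – fluorescent BLA substrate, ex 405 nm, em 460/535 nm ratio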
SF1 activator: activates the human nuclear receptor SF-1; CHO-K1 Gal4-SF-1 LBD luciferase reporter; % increase over DMSO SF-1-specific signal; Q13285; 65,000 tested, 1.9% active; activation, % at 10 µM;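 active = activation above the mean activation of all tested compounds plus 3 SD, cut at about 50% in these data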
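Test system: CHO-K1 cells co-transfected with Gal4 DBD–human SF-1 LBD, 5xGal4 luciferase reporter. Quantity: 4,000 cells per well. Compound: 10 µM only. Incubation: compound added 1 h post-seeding, 20 h exposure at 37 °C, 5% CO2. Detection: SteadyLite luciferase luminescence. Replication: one test per compound.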
AP ELISA ortho: alternative pathway complement inhibition, orthogonal assay. Human serum alternative complement pathway, LPS-coated ELISA, C3 deposition; tested in compound mixtures. inhibition, % at 5 µM. 62,000 tested, 0.08% active. AID 1235;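 active = inhibition above 30% in each of the two pooled mixtures holding the compound, so the lower value exceeds 30%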;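 note: 0% = serum in Mg-EGTA without compound and 100% = EDTA serum blank; some compounds past the cut are filed as inactive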
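Medium: diluted human serum in Mg2+-EGTA GVB++. Assay system: human serum complement alternative pathway, C3 deposition onto LPS. Also added: Plate-bound LPS. Technique: Anti-C3 ELISA, OD 450 nm. Measure: percent inhibition. Incubation: 1 h at 37 °C. Dosing: 5 µM each compound, pools of ten, 50 µM per pool.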
RORA act: activators of human nuclear receptor RORA; CHO-K1 Gal4-RORA LBD luciferase reporter, luminescence; percent increase over mock-subtracted basal signal; P35398; AID 560; 65,000 tested, 1.5% active; activation, % at 10 µM;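 active = activation above the mean of all tested compounds plus 3 SD, cut at about 49% in these data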;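 note: 0% = DMSO-treated RORA cells and 100% = added signal equal to DMSO minus mock-transfected cells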
HTR1E antagonist: antagonists of human 5-HT1E serotonin receptor. P28566. CHO 5-HT1E Ga15 NFAT-bla reporter, FRET, antagonist. inhibition, % at 6 µM. 65,000 tested, 0.99% active;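 active = inhibition above a set limit, the mean inhibition across every tested compound plus 3 SD, cut at about 29% in these data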;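 note: signal is the 460 over 535 nm emission ratio of beta-lactamase substrate; 0% = agonist plus DMSO wells and 100% = wells without agonist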
Target sequence (P28566 whole entry, looked up): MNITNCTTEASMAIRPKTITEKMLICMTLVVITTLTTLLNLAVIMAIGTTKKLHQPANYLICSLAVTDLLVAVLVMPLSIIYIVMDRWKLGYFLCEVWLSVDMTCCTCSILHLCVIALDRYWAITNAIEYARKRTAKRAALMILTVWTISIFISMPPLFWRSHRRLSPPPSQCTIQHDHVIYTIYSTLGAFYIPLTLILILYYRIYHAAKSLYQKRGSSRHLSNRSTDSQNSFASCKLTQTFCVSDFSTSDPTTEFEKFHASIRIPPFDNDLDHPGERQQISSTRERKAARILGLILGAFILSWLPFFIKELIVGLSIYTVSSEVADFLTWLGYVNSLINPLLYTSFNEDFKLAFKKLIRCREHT
S1P1 ag pot: activates or potentiates agonism at human S1P1 receptor; activation, % at 9.5 µM; S1P1 CRE-bla cells, forskolin, beta-lactamase FRET, potentiator mode; S1P1 agonist co-added at EC20, 2 nM; 100% = saturating reference agonist, 0% = basal; 56,000 tested, 0.57% active; AID 449;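 active = activation above a cutoff set at the mean activation of all tested compounds plus 3 SD, cut at about 54% in these data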;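 note: forskolin at 4 µM as EC80 and the EC20 agonist is SEW2871; 100% = SEW2871 at its EC100 plus forskolin at EC80; some compounds past the cut are filed as inactive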
5HT1E ag: activates the human 5-HT1E serotonin receptor. P28566. CHO 5-HT1E Ga15 NFAT-bla reporter, FRET; 0% DMSO wells, 100% control agonist wells. activation, % at 6 µM. 65,000 tested, 0.69% active. AID 574;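 active = activation above a set limit, the screen-wide mean activation plus 3 SD, cut at about 8.5% in these data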;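 note: 100% = positive control agonist at 1 µM giving full maximal response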
* = called active by the depositor; . = not tested or not shown.

SMILES	5-HT1A blocker	Ecoli tolC	S1P3 ag	SF1 activator	AP ELISA ortho	RORA act	HTR1E antagonist	S1P1 ag pot	5HT1E ag
CCN(C(=O)c1c(-c2ccccc2)noc1C)c1ccccc1	-2	11	0.0	-3	12	0	2	.	-0.6
C=CCn1c(=O)c2ccccc2n2c(SCC(=O)NCCc3ccccc3)nnc12	7	-3	-0.8	-5	-4	7	1	13	1.0
COc1ccc(-n2c(SCc3ccc(C#N)cc3)nnc2-c2ccccn2)cc1	-2	0	-0.2	-2	-3	-5	5	5	0.1
CCn1c(CNC(=O)C23CC4CC(CC(C4)C2)C3)nnc1SCC(=O)Nc1nnc(C)s1	-17	-8	-0.3	-11	13	-10	-3	-18	0.2
CCCCC(C(=O)O)C(C)CC(=O)Nc1ccn(-c2ccccc2)n1 (centres undefined)	-9	-5	-1.2	26	10	12	17	3	1.3
COC(=O)c1ccc(=O)n(Cc2ccco2)c1	.	0	-5.6	-2	.	-7	14	-12	-1.2
O=C(OCC(=O)c1cccs1)C1=COCCO1	-12	-5	0.2	25	0	27	7	-2	0.2
NC(=O)c1nsc(C(=O)N(CC(=O)NCc2ccc3c(c2)OCO3)C2CCCCC2)c1N	10	-2	-0.8	29	1	3	15	0	-0.7
COc1ccc(Cl)c(Cn2c(NCc3ccco3)nc3c2c(=O)n(C)c(=O)n3C)c1	12	-10	-0.9	-49	1	-42	2	5	1.2
O=S(=O)(NCc1csc(-c2ccccc2)n1)c1ccc(Cl)s1	-3	46	-1.2	-12	19	12	-14	-3	-0.2
CCCCSc1nc2c(c(=O)[nH]c(=O)n2C)n1CCc1ccccc1	-18	17	-0.1	-18	9	-30	2	-21	0.9
O=C(CCc1nc2ccccc2[nH]1)NC1CCCCC1	-8	-6	-0.3	-1	5	11	-5	-24	1.6
N#C/C(=C(/O)COC(=O)Cc1c[nH]c2ccccc12)c1nc2ccccc2[nH]1	12	17	-0.3	22	3	5	-1	16	4.8
CC1(C)Cc2c(oc3ncn4ncnc4c23)CO1	.	-13	-1.8	-2	.	-16	-7	-8	-0.8
COC(=O)N1CC(c2ccccc2)CC1=O (centres undefined)	-2	-9	-0.6	10	8	-16	3	-17	0.3
O=C(NCCc1ccccc1)c1ccc(Br)o1	-8	19	0.3	24	5	25	-9	-9	-0.5
COc1cc2c(cc1OC)C(C)N(C(=O)c1cc3n(n1)C(C(F)(F)F)CC(c1ccco1)N3)CC2 (centres undefined)	9	36	0.4	3	14	13	-109	-3	2.2
CC(=O)NC(NC(C)=O)c1ccc(N(C)C)cc1	-4	-7	-0.5	-4	2	-3	6	-20	1.5
O=C(O)CCCCCNS(=O)(=O)c1c(Cl)cccc1Cl	-11	-24	-0.2	-18	8	28	-4	-8	-1.1
COc1ccc(OC)c(-c2c[n+](=O)c3c(n2[O-])CCCC3)c1	-13	-20	-0.9	-2	15	5	-8	-13	1.0
COc1nc(OC)nc(N2CCC(C(=O)NCc3cccs3)CC2)n1	-6	-7	-0.5	3	4	-20	-4	8	-0.8
Cc1cc(C)nc(/N=C/c2c(O)n(C)c(=O)n(C)c2=O)n1	1	-10	.	2	-13	-12	1	.	0.6
COc1ccc(N2C(=O)C(Cl)=C(N3CCCC3)C2=O)cc1	-2	-7	.	4	-5	0	-3	.	0.8
COc1ccc(C)cc1NC(=O)CN(c1ccccc1)S(C)(=O)=O	-4	-1	.	-8	20	10	0	.	0.7
CC(C)Nc1nc(NC(C)C)nc(Oc2ccc(/C=N/O)cc2)n1	-4	-11	0.1	-4	19	-5	4	-40	-0.9
CC1CCCCN1C(=O)C12CCC(C)(/C(=N/O)C1)C2(C)C (centres undefined)	.	21	-0.7	2	.	4	1	-4	0.3
O=S(=O)(c1ccc(Oc2ccc(Br)cc2F)nc1)N1CCCCC1	11	1	-0.4	-19	-5	20	5	6	-0.3
CCC(c1nnnn1CCc1ccccc1)N(Cc1ccco1)Cc1cc2cc(C)cc(C)c2[nH]c1=O (centres undefined)	31	11	-1.4	-13	-6	13	10	-16	0.0
CCOC(=O)CCCCC(=O)c1[nH]c(=O)[nH]c1CSc1nc(C)cc(C)n1	15	-9	-1.5	0	11	-4	19	-20	-1.5
O=C(CSc1ncc(-c2ccc(F)cc2)[nH]1)Nc1cccc(O)c1	5	24	0.7	-7	-1	-2	0	-4	-0.8
CC(C)Oc1ccccc1-c1nc(SCC(=O)O)n[nH]1	-5	-8	-0.2	10	10	-4	-6	.	0.8
CCOC(=O)c1ccc(NC(=O)C(CC)(CC)C(=O)OCC)cc1	20	16	0.4	-19	12	24	4	11	-2.0
Cc1ccccc1N1C(=O)c2ccccc2C1Nc1cccnc1 (centres undefined)	-3	-7	-0.5	6	-1	0	10	15	-1.1
COc1ccc2cc(CN(Cc3cccnc3)S(=O)(=O)c3ccccc3)c(=O)[nH]c2c1	-6	4	-0.2	1	-3	9	5	2	0.3
Fc1ccc(C(c2nnnn2Cc2cccs2)N2CCN(C3CCCC3)CC2)cc1 (centres undefined)	20	-7	-0.6	10	11	6	-5	-15	-0.7
CC(=O)Nc1ccc(-c2nn[nH]n2)cc1Cl	-7	-22	0.7	7	7	-12	-5	-12	-0.1
Cn1c(N)c(C(=O)CSc2ccc3c(c2)OCCO3)c(=O)n(C)c1=O	4	-1	-1.3	10	14	4	-1	16	0.6
CC1CCCCN1CCn1cnc2c([nH]c3ccccc32)c1=O (centres undefined)	16	-20	-1.5	-6	29	5	2	-28	-0.5
O=C(CC(c1ccco1)S(=O)(=O)c1ccccc1)c1ccc(F)cc1 (centres undefined)	.	5	-0.9	-8	.	-23	-5	6	0.0
O=C(NCc1ccco1)C(C(=O)c1ccccc1)n1ccccc1=O (centres undefined)	-14	29	0.9	6	10	-12	-5	6	0.0
Cc1cc(NC(=O)c2cnn3c(C(F)F)cc(C4CC4)nc23)no1	-2	7	0.4	6	14	-14	7	-19	-0.7
CCOC(=O)c1c(C)[nH]c(C(=O)COC(=O)c2cnc(C)cn2)c1C	16	-13	-0.1	0	21	-2	0	15	0.1
Cn1c(=O)c2c(nc(-n3ccnc3)n2C)n(C)c1=O	0	-17	1.0	8	7	0	-7	-20	0.5
CCN(CC)c1ccc(NC(=O)CCCCCN2C(=O)c3ccccc3C2=O)cc1	-13	26	-0.8	12	23	-21	-31	-9	2.5
COCC(=O)Nc1c(C(=O)Nc2cccc(OC)c2)oc2ccccc12	9	-7	0.0	16	6	32	6	-29	0.1
Cc1cc(-c2ccco2)n(CC(=O)NCCN(C)C)n1	1	-3	-1.4	17	5	-24	-2	-13	-0.5
CCOC(=O)C1=C(c2ccccc2)NC(=O)NC1c1ccc(OCC#N)c(OC)c1 (centres undefined)	-3	1	-0.6	-4	-2	1	3	-3	-0.6
O=C(Cn1cc2c(n1)CCCC2)NCc1cccc(Cl)c1	2	-4	-0.6	-6	9	12	15	-14	0.3
Cc1cc(C)nc(SCc2nnc(SCC(=O)Nc3nccs3)n2Cc2ccco2)n1	1	8	-0.4	21	14	-13	7	5	-0.2
CCn1c(SCC(=O)Nc2cc(NC(C)=O)ccc2OC)nnc1-c1ccccn1	-7	-5	-1.5	-14	12	-11	-9	.	0.7
O=c1cc(CN2CCN(c3ccccc3)CC2)c2c(ccc3ccccc32)o1	14	12	-1.4	14	2	6	-4	-10	0.2
COc1ccc(CCNC(=O)c2ccc(CN3CCOCC3)cc2)cc1	5	-17	.	3	4	-4	2	.	1.1
CCN(CCNC(=O)C1CCN(Cc2nc(-c3cccc(Cl)c3)oc2C)CC1)c1ccccc1	7	65*	0.4	-8	26	4	-6	38	2.5
O=C(Nc1ccn(Cc2ccc(F)cc2)n1)c1ccncc1	10	-6	-1.4	8	-2	20	2	14	-0.6
O=S(=O)(c1ccccc1)n1ccc2ccccc21	-6	32	-0.4	-15	13	-10	7	-28	-0.6
O=C(CN1CCOCC1)NCc1ccccc1	-3	-32	8.9	-4	15	-8	-10	-53	1.5
COCCNc1cc(C)c(C#N)c2nc3ccccc3n12	.	10	-2.8	20	.	14	-6	-8	-0.8
O=c1[nH]c(SCc2ccccc2Cl)nc2c1cnn2-c1ccccc1	13	11	-0.6	3	11	11	8	-3	1.0
O=C(NC1CCCC1)C(c1ccc(Cl)cc1)N1CCOCC1 (centres undefined)	11	-6	-1.2	5	12	5	-7	-10	-0.3
Cc1c(NC(=O)C2CCN(S(=O)(=O)c3ccccc3)CC2)c(=O)n(-c2ccccc2)n1C	-15	-11	-1.2	10	15	-1	2	.	5.4

Rewritten with values under each structure: part of the list above
Second line of a record: 5-HT1A blocker, Ecoli tolC, S1P3 ag, SF1 activator, AP ELISA ortho, RORA act, HTR1E antagonist, S1P1 ag pot, 5HT1E ag
> COCC(=O)Nc1c(C(=O)Nc2cccc(OC)c2)oc2ccccc12
  9, -7, 0.0, 16, 6, 32, 6, -29, 0.1
> Cc1cc(-c2ccco2)n(CC(=O)NCCN(C)C)n1
  1, -3, -1.4, 17, 5, -24, -2, -13, -0.5
> CCOC(=O)C1=C(c2ccccc2)NC(=O)NC1c1ccc(OCC#N)c(OC)c1 (centres undefined)
  -3, 1, -0.6, -4, -2, 1, 3, -3, -0.6
> O=C(Cn1cc2c(n1)CCCC2)NCc1cccc(Cl)c1
  2, -4, -0.6, -6, 9, 12, 15, -14, 0.3

The listing continues:
SMILES	5-HT1A blocker	Ecoli tolC	S1P3 ag	SF1 activator	AP ELISA ortho	RORA act	HTR1E antagonist	S1P1 ag pot	5HT1E ag
O=S(=O)(NC1CCCC1)c1ccc(S(=O)(=O)N2CCc3ccccc32)cc1	0	22	-0.3	-26	-3	-21	11	39	0.3
Cc1ccc(OCCNC(=O)c2ccccc2N)cc1	-8	13	-1.8	-13	2	35	-2	-7	-0.5
CCOC(=O)CSc1nnc(-c2cccs2)n1-c1ccccc1	2	-1	-0.4	-7	0	-28	2	.	0.2
Cc1cc(C(=O)Cn2nnc3ccccc3c2=O)c(C)n1Cc1cccs1	5	9	-0.4	-3	11	-22	21	25	0.5
CCOc1ccccc1NC(=O)c1nc[nH]c1C(=O)Nc1ccccc1OCC	-9	-10	-1.0	4	9	-11	-14	-10	0.9
Cc1occc1-c1nnc(SCC(=O)Nc2ccccc2)n1CCc1ccccc1	6	16	-0.7	-8	-3	8	-2	-10	-1.5
Cc1ccc(C(O)c2nccn2C)o1 (centres undefined)	10	-13	-0.2	4	1	-2	-1	-11	-0.1
COc1ccc(NC(=O)C2CCN(C(=O)NC3CCCCC3)CC2)c(OC)c1	-3	-17	-1.3	-10	10	3	8	16	-0.7
